Assay outcomes: PubChem, National Center for Advancing Translational Sciences (NCATS)
Pf Dd2 growth: Plasmodium falciparum Dd2 growth inhibition; P. falciparum Dd2 growth, SYBR Green, 72 h; AID 1347417; Potency, µM (top dose mostly 28.9 µM), inactives show top-dose activity, negative = inhibition, usual class: inhibitors; actives 4.3% (n = 120,000); active means well fitted inhibition curve with a large enough effect; inconclusive means small, poorly fitted or top-dose-only effect; inactive means no such curve, though single readings can be large or run the other way;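 further: plate controls were DMSO vehicle for no effect and reference drug for full effect; nearly all actives have a fitted effect of over 65% in size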
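Infected erythrocytes (Dd2, 0.3% parasitemia, 2.5% hematocrit final) are added to compound in RPMI-1640/Albumax II medium, grown 72 h at 37C in low oxygen, then lysed with saponin/Triton-X containing SYBR Green and read by fluorescence.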
Numbers without * were called inactive; i = inactive; ? = inconclusive; [ ] = remark or other dose. Potency means the concentration at half of the fitted maximal effect. A portion of the library. The share of hits here may be higher or lower than overall.

SMILES	Pf Dd2 growth
Cc1cc2nc3n(c(=O)c2n1CC(=O)NCCc1ccc(Cl)cc1)CCCCC3	11%
CCc1ccccc1NC(=O)N1CCC2(CC1)C(=O)N(CC(=O)N(C)C)CN2c1ccccc1	i
O=[S+]([O-])(c1cccc(C(F)(F)F)c1)N1CCc2nc(-c3ccc(Cl)cc3)nc(-c3ccccc3)c2C1	-4%
O=C(NCCc1nc(Cc2ccccc2)no1)c1ccc2nccn2c1	-7%
Cc1nn(-c2ccc(F)cc2)c(Oc2ccc(F)cc2F)c1CCC(=O)N1CCCC1	-8%
Cc1ccc(C)c(NC(=O)c2cnc(N3CCCC3)nc2C)c1	39%[activator]
CC(NC(=O)c1sc2cccc(F)c2c1Cl)c1nncn1C (stereo not given)	15%
Cc1nccn1C1(C(=O)O)CCN(Cc2ccc(-c3ccn[nH]3)o2)CC1	?
Cc1oc(-c2cccs2)nc1CN1CCCC(c2ccn[nH]2)C1 (stereo not given)	i
O=C(NCC1CCN(Cc2ccccc2F)CC1)Nc1ccc(F)c(Cl)c1	?
Cc1nn(Cc2ccccc2)c(C)c1[C@@H]1C=C[C@@H](NC(=O)Nc2cccc(C#N)c2)C1	i
CCN1c2cc(C(=O)NCc3ccc(C)c(C)c3)ccc2C(=O)N2CCCCCC21 (stereo not given)	-3%
Cc1cccc(OCC(=O)NCCc2nc3ccccc3[nH]2)c1C	-30%
O=C(Cn1cccc1-c1nc(-c2ccc3c(c2)OCO3)no1)NC1CCCCC1	-23%
Cc1cc(C(=O)N2CC(F)(F)C[C@H]2c2nc(C3CC3)no2)c(C)o1	3.2µM*
COc1ccc(-n2nc3ccc(NC(=O)c4ccc(C#N)cc4F)cc3n2)cc1Cl	27%
O=C1CCC2(CNC(=O)c3ccncc3)CCCC=C2N1 (stereo not given)	32%[activator]
COc1ccc(CC(=O)N2CCCN(c3cc(-c4ccc(Br)cc4)[nH]n3)CC2)cc1OC	-19%
CN(Cc1ccccc1)C(=O)C[C@@H]1CCNC[C@@H]1Cc1cc(COc2ccccc2)on1	?
COc1ccc(Br)c(C(=O)Nc2cc3c(cc2N2CCCC2)n(C)c(=O)c(=O)n3C)c1	0%
O=C(Cc1ccccc1Cl)N1CCC(c2n[nH]c(=O)n2-c2ccccc2)CC1	i
COc1cccc(CN2CCc3c(cc(C(=O)NCc4ccccn4)n3C)C2)c1	0.89µM*
CS(=O)(=O)N1C[C@@H](Oc2ccccc2)C[C@H]1C(=O)N1CCCC1	-17%
O=C1c2c(nc(CNc3ccccc3Cl)n2Cc2ccccc2)NCCN1CC1CC1	i

4 compounds drawn at random from the list so far:
SMILES	Pf Dd2 growth
CS(=O)(=O)N1C[C@@H](Oc2ccccc2)C[C@H]1C(=O)N1CCCC1	-17%
Cc1cccc(OCC(=O)NCCc2nc3ccccc3[nH]2)c1C	-30%
COc1ccc(Br)c(C(=O)Nc2cc3c(cc2N2CCCC2)n(C)c(=O)c(=O)n3C)c1	0%
O=C1c2c(nc(CNc3ccccc3Cl)n2Cc2ccccc2)NCCN1CC1CC1	i

Continuation.
SMILES	Pf Dd2 growth
O=C(Cn1c(=O)c2cccn2c2ccc(F)cc21)N1CCN(c2ccc(F)cc2)CC1	i
Cc1ccc(-n2cnc3cc(C(=O)NCCC4=CCCCC4)ccc32)c(C)c1	39%[activator][0.594 µM]
O=C(CN1C(=O)COc2ccc(S(=O)(=O)N3CCOCC3)cc21)N1CCN(c2ccc(Cl)cc2)CC1	i
CCOc1cccc(CNC(=O)[C@@]23CCCC[C@H]2N(C)C(=O)CC3)c1	7%
CC(C)c1ccc(NC(=O)CSc2nc(=O)n(Cc3cccnc3)c3c2CCC3)cc1	?
Cc1ccoc1C(=O)N1C[C@@H](CO)[C@H](c2ccccn2)C1	12%
O=c1c2c3c(sc2nnn1CCCCOc1ccc(Cl)cc1)CCCC3	-3%
CN(C)C(=O)c1nc(-c2cc(Cl)cc(Cl)c2)c2ccccn12	i
O=C(Cc1cccnc1)N1CCc2onc(-c3ccc(F)c(F)c3)c2C1	-6%
CCC(Sc1nc2ccccc2c2nc(CCc3c(C)n[nH]c3C)nn12)C(=O)Nc1ccc(OC)cc1 (stereo not given)	?
CCCN(C)C(=O)Cc1ccc(N(Cc2ccccc2)C(=O)c2ccco2)cc1	?
CCOc1ccccc1CNC(=O)C1=C(C)C(=O)OC12CCN(C(C)=O)CC2	29%

Part of the list above, reformatted.
| molecule | Pf Dd2 growth |
| --- | --- |
| CCC(Sc1nc2ccccc2c2nc(CCc3c(C)n[nH]c3C)nn12)C(=O)Nc1ccc(OC)cc1 (stereo not given) | ? |
| O=C(Cn1c(=O)c2cccn2c2ccc(F)cc21)N1CCN(c2ccc(F)cc2)CC1 | i |
| O=c1c2c3c(sc2nnn1CCCCOc1ccc(Cl)cc1)CCCC3 | -3% |
| CCCN(C)C(=O)Cc1ccc(N(Cc2ccccc2)C(=O)c2ccco2)cc1 | ? |

Remaining list, next part.
SMILES	Pf Dd2 growth
O=C(Nc1cccnc1)[C@@H]1C[C@@H](c2ccc(F)cc2)N([S+](=O)([O-])c2cccnc2)C1	-3%[44.1 µM]
CCOC(=O)c1ccccc1NC(=O)Cn1c(-c2cnccn2)nc(C)c(C)c1=O	?
COc1cc2c(=O)c(S(=O)(=O)c3ccc(C(C)C)cc3)cn(Cc3ccccc3C)c2cc1OC	8.9µM*
CC[C@H]1CN2CC[C@H]1C[C@@H]2CNCc1ccc(C(F)(F)F)cc1	?
O=C1OCC2(CCN([S+](=O)([O-])c3ccccc3)C2)N1CCN1CCOCC1 (stereo not given)	25%[44.1 µM]
CC(=O)N1Cc2ccccc2CC2(CCCN2C)C1 (stereo not given)	?
CN(C(=O)c1ccc(F)cc1)C1CCOc2ccccc21 (stereo not given)	i
C#CCOc1ccccc1CN1CCN(c2ncc(F)cn2)CC1	?
O=C(C1CCCCC1)N1CCC2(CC(c3cccnc3)=NO2)C1 (stereo not given)	18%
O=C(NCC1CC1)c1nc2c(o1)CCN(Cc1ccc3c(c1)CCO3)CC2	i
O=[S+]1([O-])NC2(CCN(Cc3ccc(Cl)s3)CC2)COc2ccccc21	-15%
CCCn1ccc2c(OCC(=O)Nc3ccc(C(F)(F)F)cc3)cccc2c1=O	-20%
COC[C@@H]1CN(C(=O)Cc2ccc(Cl)cc2)C[C@H]1c1ccncc1	4%
O=C(NCc1ccccc1)c1nc2c(o1)CCN(CC1CCCC1)CC2	i
COC(=O)c1c(NC(=O)/C(C#N)=C/c2ccc(OC)cc2)sc2c1C(C(=O)OC)CC2 (stereo not given)	17%
Cc1ccc(-c2ccc(=O)n(CC(=O)Nc3ccc(C)cc3Cl)n2)cc1	2%
CCOC(=O)c1c(NC(=O)c2cc(-c3ccccc3OC)on2)sc(C)c1C	0%
COc1ccc(Cn2c(C3CCN(C(=O)c4cccs4)CC3)n[nH]c2=O)cc1	-19%
CN1CC2(CCN(C(=O)Nc3ccc4c(c3)OCCO4)CC2)CC1C(=O)N1CCOCC1 (stereo not given)	-1%
c1ccc(OCc2cc(CC3(NCc4cccnc4)COC3)no2)cc1	-25%[44.1 µM]
CC(C)COc1ccc(C(=O)Nc2scc(-c3ccc(Br)cc3)c2C(=O)OC(C)C)cc1	11%
Cn1c(C(=O)NCc2ccc(Cl)cc2)cc2c(=O)n(C)c3ccccc3c21	15%
Cc1nn(C)cc1CN(C)C(=O)C1CN(S(=O)(=O)c2cccnc2)CC12CCCCC2 (stereo not given)	i
CCOC(=O)Cn1c(=O)oc2cc(S(=O)(=O)N3CCN(c4ccccc4OC)CC3)ccc21	3%

In the list so far, these contain a furan ring, fused or not:
SMILES	Pf Dd2 growth
Cc1nccn1C1(C(=O)O)CCN(Cc2ccc(-c3ccn[nH]3)o2)CC1	?
Cc1cc(C(=O)N2CC(F)(F)C[C@H]2c2nc(C3CC3)no2)c(C)o1	3.2µM*
Cc1ccoc1C(=O)N1C[C@@H](CO)[C@H](c2ccccn2)C1	12%
CCCN(C)C(=O)Cc1ccc(N(Cc2ccccc2)C(=O)c2ccco2)cc1	?

Further entries follow.
SMILES	Pf Dd2 growth
Cn1nc(C2CCCCC2)cc1[C@H]1CN2CC[C@H]1C[C@@H]2CNC(=O)N1CCOCC1	i
Cc1ccc(-c2nocc2CCC(=O)NCc2ccc(Cl)cc2)cc1	i
COc1ccc(-c2noc(N3CCC(C(=O)Nc4ccc(C)c(F)c4)CC3)n2)cc1OC	-3%
Cc1ccc(-n2ncc(C(=O)NCc3ccc4c(c3)OCO4)c2C2CCN(C(=O)OC(C)(C)C)CC2)cc1C	-13%
CCOc1ccccc1NC(=O)C(=O)NCCc1sc2nc(-c3ccc(OC)cc3)nn2c1C	-21%
CN1CCN(c2ccc(-c3n[nH]c4c3CC(=O)N(CC3CC3)C4)cc2)CC1	i
O=C(Nc1cccc(-n2cccn2)c1)C1CCCN1C(=O)c1ccoc1 (stereo not given)	-11%
CC(C)Cn1nc(C(=O)O)c2c1CCN(C(=O)CC(C)c1ccccc1)C2 (stereo not given)	-5%
CCN(c1cccc(C)c1)S(=O)(=O)c1nnc(NC(=O)c2cccs2)s1	-22%
CC(C)N(Cc1ccccc1)Cc1nnc2cc(-c3nc(-c4ccccc4)no3)ccn12	i
Cc1ccc(-c2ccc3nnc(CNC(=O)C4CCCC4)n3n2)cc1C	-6%
CC(=O)N1Cc2ccccc2CC2(CCCCN2CC2CCOCC2)C1 (stereo not given)	-17%
Cc1cccc(CC(=O)N2C[C@@H](F)C[C@H]2C(=O)N2CCCCC2)c1	i
O=C(Cc1c[nH]c2ncc(-c3ccccc3)cc12)Nc1ccc(C(F)(F)F)cc1	-17%[44.1 µM]
CCOCCCNC(=O)Cn1nc(C)n2c(cc3cc(C)ccc32)c1=O	-1%
Cc1ccc(Cl)cc1N1CCN(S(=O)(=O)c2ccc(-c3cnc(C4CC4)o3)cc2)CC1	13%
CCOCCCNC(=O)C(c1ccc(OC)cc1)N(Cc1ccc2c(c1)OCO2)C(=O)c1ccc(NC(C)=O)cc1 (stereo not given)	5%
Cc1ccc(CNC(=O)N2CCCC(CN3CCC(C)CC3)CC2)cc1 (stereo not given)	?
Fc1ccc(CN2CCC(Oc3ccccc3-c3nc(-c4cnccn4)no3)C2)cc1F (stereo not given)	?
Cc1nc(N2CCC(NCCNc3ccncc3C)CC2)c2ccsc2n1	10µM*
Cc1ccc(CNC(=O)c2noc(-c3ccc(C)cc3)n2)cc1	56%[activator]
CCOC(=O)c1c(NC(=O)c2cc3nc(-c4ccccc4)cc(C(F)(F)F)n3n2)sc2c1CCC(C)C2 (stereo not given)	7%
Cc1cc(NC(=O)C2CCCN(S(=O)(=O)c3cccc4nonc34)C2)ccc1Br (stereo not given)	8%
C[C@@H](NC(=O)NC(C)(C)C)c1onc(-c2ccccc2)c1C(=O)O	5%[44.1 µM]
Cc1nn(C)cc1C(=O)N1C[C@@H](CO)[C@H](c2ccccn2)C1	8%
CC(=O)Nc1cc(-c2nc3ccccc3s2)ccc1C	12%
CSCC(=O)N1CCc2[nH]nc(-c3ccc4c(c3)OCO4)c2C1	-5%
COc1ccc(S(=O)(=O)N2C[C@@H](Oc3cccnc3)C[C@@H]2C(=O)N2CCOCC2)cc1	-17%
O=C(Nc1cnc(-c2ccc(Cl)cc2)nc1)c1ccc(F)c(F)c1	?
Cc1oc(-c2ccccc2F)nc1CSCC(=O)NCCc1ccccc1	-9%
COc1cccc(Cc2nc3ccccc3nc2SCC(=O)Nc2cc(OC)ccc2OC)c1	?
COc1ccc(S(=O)(=O)c2cn(CC(=O)Nc3cc(C)ccc3C)c3ccccc3c2=O)cc1	26%
CN(CCCn1cc(-c2cncnc2)nn1)c1ccccc1	16%
COc1ccc(F)cc1S(=O)(=O)NCCc1c(C)[nH]c2c(Cl)cccc12	-10%
O=C(Cc1cccs1)N[C@H]1CCN2C(=O)N(c3ccc(Oc4ccccc4)cc3)C(=O)[C@@H]2C1	-16%
CC(NC(=O)C1CCN(C(=O)N2CCOc3ccccc32)CC1)c1ccccc1 (stereo not given)	-6%
Cc1cccc(CN2CCn3c(nnc3[C@@H]3C[C@@H](O)CN3C)C2)c1	-11%
CC1CCN(S(=O)(=O)c2nnc(NC(=O)c3cccc(F)c3)s2)CC1	-4%
Cc1oc(-c2ccc(C(F)(F)F)cc2)nc1CN(C)C(C)c1cccs1 (stereo not given)	-18%
CC(=O)NC[C@H]1Cn2cc(-c3ccccc3)nc2CO1	3%[44.1 µM]
CN(C)c1ccc(CN2CC(Oc3ccc(F)c(F)c3)C2)cc1	-18%
CN(c1ccccc1)c1ccc2nnc(-c3cc(C(=O)NCc4ccncc4)ccn3)n2n1	-5%[44.1 µM]
CN(Cc1cn(-c2ccccc2)nn1)Cc1cc(-c2ccncc2)no1	?
O=C(c1ccccc1F)N1CCC2(CC1)OCC(C(=O)N1CCCC1)N2C(=O)c1ccco1 (stereo not given)	11%
N#Cc1nc(-c2ccc(COc3ccc(Cl)cc3)o2)oc1N1CCC(C(N)=O)CC1	?
CC1(CNc2ccccc2)COc2ccc(C(=O)NC3CCOCC3)cc2N1 (stereo not given)	-24%[44.1 µM]
CCC(=O)N1CCCCCCNC(=O)[C@@H]2CCC[C@@H]21	11%
COCCNC(=O)C(C)[C@@H]1CC[C@@]2(C)CC[C@H](NC(=O)c3ccccc3)[C@@H](C)[C@@H]2[C@H]1O (stereo not given in full)	i
COC1CN(C2CCN(C(=O)CC3CCCCC3)CC2)C12CCOCC2 (stereo not given)	-21%
COc1cccc(NC(=O)c2nnn(Cc3cccc(C(F)(F)F)c3)c2N)c1	44%[activator]
COc1ccccc1CCNC(=O)C(C)Sc1nc(-c2ccccc2)cc(C(F)(F)F)n1 (stereo not given)	i
